DDE Tn6 FP inh = DD(E)-Tn6 binding inhibition, primary FP screen. P02675. Fibrin DD(E) TRITC-Tn6 fluorescence polarization displacement. inhibition, % at 8.3 µM. hit rate 0.21% among 370,000;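 active means inhibition above a per-campaign cutoff: mean of compounds within control limits plus 3 SD, cut at about 15% in these data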;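 further: 0% = median of all compound wells on the plate and 100% = blocking peptide control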
proKLK7 act = proKLK7 (human) activation, primary screen; P49862; purified proKLK7, EDANS-DABCYL substrate fluorescence; 100% is mature enzyme control, 0% vehicle; activation, % at 7 µM; hit rate 0.9% among 370,000; AID 652039;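 active means activation above the mean of all tested compounds plus 3 SD, computed per campaign excluding outliers beyond control limits, cut at about 13% in these data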
Target sequence (P49862 whole entry, looked up): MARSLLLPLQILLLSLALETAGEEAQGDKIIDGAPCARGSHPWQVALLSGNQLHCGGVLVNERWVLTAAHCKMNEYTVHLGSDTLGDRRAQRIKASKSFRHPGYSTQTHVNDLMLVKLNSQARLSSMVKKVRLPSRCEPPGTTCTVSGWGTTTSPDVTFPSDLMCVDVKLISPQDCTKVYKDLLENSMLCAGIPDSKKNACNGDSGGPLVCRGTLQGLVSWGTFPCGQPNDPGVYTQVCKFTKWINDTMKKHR
LEDGF integ inh = blocks HIV-1 LEDGF/p75-dependent DNA integration | TR-FRET IN-LEDGF/p75 DNA integration, Eu/Cy5 | inhibition, % at 3.7 µM | hit rate 0.64% among 370,000 | AID 743269;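 active means inhibition above the screen-wide mean plus 3 SD, cut at about 13% in these data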;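 further: signal is the Cy5 over europium emission ratio at 671 and 618 nm; 0% = plate median of compound wells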
MBD2 DNA inh = blocks human MBD2 binding to methylated DNA. hit rate 0.31% among 370,000. Q9UBB5. TR-FRET, MBD2 binding to methylated oligonucleotide. AID 686964. inhibition, % at 4.4 µM; in the data active means inhibition above about 13%
Target sequence (Q9UBB5 whole entry, looked up): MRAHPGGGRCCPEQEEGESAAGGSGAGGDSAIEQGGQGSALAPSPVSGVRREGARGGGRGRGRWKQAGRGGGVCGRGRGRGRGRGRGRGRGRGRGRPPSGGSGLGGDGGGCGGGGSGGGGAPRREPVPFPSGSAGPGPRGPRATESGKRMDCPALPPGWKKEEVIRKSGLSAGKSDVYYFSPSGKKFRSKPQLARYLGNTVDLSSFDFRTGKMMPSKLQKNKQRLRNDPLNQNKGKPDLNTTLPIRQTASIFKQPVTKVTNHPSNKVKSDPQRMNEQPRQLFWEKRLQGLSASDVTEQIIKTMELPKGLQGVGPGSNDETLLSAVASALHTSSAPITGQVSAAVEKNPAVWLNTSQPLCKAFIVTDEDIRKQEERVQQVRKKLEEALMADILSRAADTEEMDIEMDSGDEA
SIAE primary = blocks human sialic acid acetylesterase | inhibition, % at 9.66 µM | Q9HAT2 | hit rate 0.69% among 370,000 | SIAE FP-Rh probe binding, fluorescence polarization;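 active means inhibition above a cutoff: mean of compounds within the control limits plus 3 SD of those, cut at about 17% in these data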;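 further: 0% = plate median of compound wells and 100% = probe without SIAE protein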
PRMT1 inh = inhibitors of human PRMT1; inhibition, % at 2.79 µM; hit rate 1.3% among 370,000; Q99873; recombinant PRMT1, activity-based probe fluorescence polarization;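 active means inhibition above about 21% made by adding two undisclosed values, limit read from the data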
Target sequence (Q99873 whole entry, looked up): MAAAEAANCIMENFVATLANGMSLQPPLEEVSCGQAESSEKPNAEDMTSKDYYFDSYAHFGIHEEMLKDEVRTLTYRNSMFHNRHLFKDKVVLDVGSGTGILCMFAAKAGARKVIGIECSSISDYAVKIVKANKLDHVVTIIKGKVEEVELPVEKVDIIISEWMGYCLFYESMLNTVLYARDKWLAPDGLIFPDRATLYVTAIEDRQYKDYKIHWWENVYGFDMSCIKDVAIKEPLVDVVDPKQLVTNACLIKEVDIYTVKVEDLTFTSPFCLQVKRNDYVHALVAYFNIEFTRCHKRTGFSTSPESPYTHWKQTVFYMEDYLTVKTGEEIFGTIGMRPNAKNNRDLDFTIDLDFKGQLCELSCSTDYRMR
UHRF1 binding = UHRF1 methyl-DNA binding inhibition | Q96T88 | UHRF1 binding to methylated oligo, TR-FRET | inhibition, % at 4.4 µM | hit rate 0.75% among 370,000 | AID 687016; in the data active means inhibition above about 21%;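 further: UHRF1 SRA domain binding a hemimethylated CpG hairpin DNA probe; 0% = median of test compound wells and 100% = reference inhibitor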
TCR CD3 inh = inhibitors of human TCR-CD3 interaction; TAMRA-labeled TCR probe fluorescence, biochemical; inhibition, % at 9.4 µM; hit rate 0.37% among 360,000; AID 651800; in the data active means inhibition above about 19%;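 further: recombinant mutant TCR 2C K166C tagged with TAMRA read by polarization; 0% = receptor in buffer alone and 100% = receptor with positive control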
Tn7 DDE FP = DD(E)-Tn7 binding inhibition, primary FP screen; AID 720508; inhibition, % at 8.3 µM; hit rate 0.13% among 370,000; P02675; FP displacement of FITC-Tn7 peptide from fibrin DD(E); 0% = median of compound wells per plate;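 active means inhibition above the mean of compounds falling within the control limits plus 3 SD of them, cut at about 14% in these data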;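 further: 0% = plate median of compound wells and 100% = 10 µM Aha-Tn7 peptide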
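Assay system: human fibrin DD(E) protein / Input: 2 µM fibrin DD(E) / Benchmarks: high control of 10 µM Aha-Tn7 peptide / Measured by: fluorescence polarization of the labelled Tn7 tracer / Medium: Tris buffer with calcium and detergent, pH 7.8 / Timing: 10 min compound pre-incubation, 3 h probe incubation at room temperature / Repeats: one replicate per compound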
TDP2 inh = TDP2 (human) inhibition, absorbance primary screen. O95551. inhibition, % at 12.8 µM. AID 720702. recombinant TDP2, T5PNP hydrolysis, p-nitrophenol absorbance 415 nm. hit rate 0.34% among 370,000;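 active means inhibition above the mean of all tested compounds plus 3 SD, set per campaign, cut at about 25% in these data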;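 further: 0% = DMSO with enzyme and 100% = buffer with substrate but no TDP2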
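Read-out basis: percent inhibition. System: recombinant human TDP2. Buffer or medium: Mg2+-containing Tris-HCl buffer, pH 7.5. Repeats: single replicate. Timing: reaction 2 h, 37 °C. Benchmarks: high control without enzyme, low control DMSO plus TDP2. Probe or stimulus: 5 mM T5PNP. Doses: 12.8 µM only. Measured by: epi absorbance of p-nitrophenol freed from T5PNP by hydrolysis.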
Active calls of the source: *.

SMILES	DDE Tn6 FP inh	proKLK7 act	LEDGF integ inh	MBD2 DNA inh	SIAE primary	PRMT1 inh	UHRF1 binding	TCR CD3 inh	Tn7 DDE FP	TDP2 inh
O=C(CCSCCC(=O)NCc1cccs1)NCc1cccs1	-5	-0.1	0	3	2	1	-1	2	-2	14
COc1ccc(/C(C)=N/NC(=O)c2ccc(NS(=O)(=O)c3cccs3)cc2)cc1	-3	-0.6	-7	3	10	-2	0	-9	-2	0
CCNc1ncnc2c1cnn2C1CCCCO1 (stereo not given)	2	0.2	2	-5	-2	-5	-1	10	-5	-3
CN(Cc1nc(-c2cnccn2)no1)Cc1cccc2ccccc12	0	0.6	1	1	2	1	5	5	2	2
CCOC(=O)c1sc(NC(=O)c2cccc(S(=O)(=O)N3c4ccccc4CC3C)c2)cc1C (stereo not given)	4	-0.8	3	-8	-7	1	2	-3	3	2
O=C1c2ccccc2C(=O)N1CCc1ccccc1	-10	0.3	9	3	-3	-4	3	1	-12	-20
Cc1ccccc1C(=O)c1cccn1CC(=O)NCCCN1CCCCC1	-10	0.2	0	3	3	0	0	-1	2	3
CCn1c(N)c(C(=O)COC(=O)CCc2nc3ccccc3c(=O)[nH]2)c(=O)[nH]c1=O	4	-0.6	-5	-1	2	9	4	-11	4	-16
O=C(CSc1nnnn1-c1ccc2c(c1)OCCO2)c1cccc2c1OCCO2	-2	0.0	5	-4	-3	-2	2	-3	2	-2
CC1CC(C)CN(C(=O)CNC(=O)Cn2ccc3ccccc3c2=O)C1 (stereo not given)	4	1.1	-2	-6	2	3	5	5	1	9
Cn1c(=O)n(C)c2cc(NS(=O)(=O)c3cccs3)ccc21	0	0.2	-3	-4	3	-4	0	7	-1	-4
CCC(=O)Nc1ccc2c(c1)ncn2-c1ccc(C)cc1	0	-0.1	-4	-1	-8	0	-1	2	6	-11
O=C(CCc1ccccc1)NC(=S)Nc1ccc(S(=O)(=O)N2CCOCC2)cc1	-5	-0.1	3	1	0	4	3	4	2	-6
CCOC(=O)C1CCCN(C(=O)Nc2ccccc2)C1 (stereo not given)	5	-0.3	-2	2	-1	1	2	1	-3	3
CC1CC(C)CN(CCCNC(=O)c2ccc3c(SCC(=O)O)c4c(nc3c2)CCC4)C1 (stereo not given)	-3	0.3	-1	0	2	2	-4	3	-1	16
CCCC(=O)Nc1nn(CC(C)C)c2nc3cc(C)ccc3cc12	-1	-2.2	-1	4	0	-3	3	-3	3	9
COc1cc(C(c2sc3ncnn3c2O)N2CCN(c3ccccc3F)CC2)cc(OC)c1OC (stereo not given)	-5	0.1	1	-2	2	-8	-2	7	0	-5
COc1cc(C(=O)Nc2cc3c4c(c2)CC(=O)N4CCC3)cc(OC)c1OC	-7	0.1	-2	0	-3	0	0	3	4	1
S=C(NCc1ccco1)Nc1ccccc1	-3	0.7	0	1	8	-3	-3	6	8	6
O=C(CNc1ccc(F)cc1Cl)Nc1cccc(S(=O)(=O)N2CCCCC2)c1	-4	0.0	-3	2	-19	4	1	-1	0	4

Given field by field: entries from further up
CCNc1ncnc2c1cnn2C1CCCCO1 (stereo not given)
  DDE Tn6 FP inh: 2
  proKLK7 act: 0.2
  LEDGF integ inh: 2
  MBD2 DNA inh: -5
  SIAE primary: -2
  PRMT1 inh: -5
  UHRF1 binding: -1
  TCR CD3 inh: 10
  Tn7 DDE FP: -5
  TDP2 inh: -3
CN(Cc1nc(-c2cnccn2)no1)Cc1cccc2ccccc12
  DDE Tn6 FP inh: 0
  proKLK7 act: 0.6
  LEDGF integ inh: 1
  MBD2 DNA inh: 1
  SIAE primary: 2
  PRMT1 inh: 1
  UHRF1 binding: 5
  TCR CD3 inh: 5
  Tn7 DDE FP: 2
  TDP2 inh: 2
CCOC(=O)c1sc(NC(=O)c2cccc(S(=O)(=O)N3c4ccccc4CC3C)c2)cc1C (stereo not given)
  DDE Tn6 FP inh: 4
  proKLK7 act: -0.8
  LEDGF integ inh: 3
  MBD2 DNA inh: -8
  SIAE primary: -7
  PRMT1 inh: 1
  UHRF1 binding: 2
  TCR CD3 inh: -3
  Tn7 DDE FP: 3
  TDP2 inh: 2

Remaining list, next part.
SMILES	DDE Tn6 FP inh	proKLK7 act	LEDGF integ inh	MBD2 DNA inh	SIAE primary	PRMT1 inh	UHRF1 binding	TCR CD3 inh	Tn7 DDE FP	TDP2 inh
Cc1ccc(-c2ccc(=O)n(CCC(=O)N3CCN(Cc4ccccc4)CC3)n2)cc1	1	0.0	-1	-4	9	-2	0	7	6	6
CCCCNC(=O)CCC(=O)NNc1nc2ccccc2c2nc(-c3ccccc3)nn12	-5	0.5	1	2	-11	0	-5	5	-4	-5
CCN(CC(=O)Nc1ccccc1C(F)(F)F)C(=O)c1cccc(S(=O)(=O)N2CCN(C)CC2)c1	-2	-0.7	0	-3	3	0	0	1	3	1
COc1ccc(Cc2nnc(SC(C)C(=O)Nc3ccc(C(N)=O)cc3)o2)cc1 (stereo not given)	-1	0.1	3	-1	-1	-1	5	-2	-3	-13
COc1ccc(S(=O)(=O)Nc2ccc3c(c2)C(=O)N([C@H](C)CO)C[C@H](C)[C@@H](CN(C)S(=O)(=O)c2ccc(F)cc2)O3)cc1	-1	-0.1	0	1	-3	-1	3	-3	-3	0
O=C(CNC(=O)c1nn(Cc2ccccc2)c(=O)c2ccccc12)Nc1ccc(F)c(F)c1F	9	-0.3	5	3	-4	4	2	-5	3	-4
O=C(NCC(c1ccco1)N1CCc2ccccc2C1)c1ccccc1Br (stereo not given)	9	0.2	2	-2	1	-2	2	-3	-8	-14
CCCCCCC12Cc3cc(OC)c(OC)cc3C(O1)C1=C(O2)C(C)(C)CCC1=O (stereo not given)	-3	1.6	3	-4	11	0	-1	-1	0	-3
CC1(C(=O)NCc2ccccn2)CCN1C(=O)Cc1ccc(Cl)cc1Cl (stereo not given)	2	-0.6	-1	0	-6	-2	-2	-2	0	-1
Cn1cc(S(=O)(=O)CC(=O)Nc2ccc(Br)cc2)c2ccccc21	1	0.0	4	0	-2	0	0	4	-1	-5
CC#C[C@@H](CC)c1ccc2ccn(C)c2c1	-3	0.0	0	-3	8	-1	0	-2	-3	-2
COc1ccc(-n2nc(C(=O)O)nc2-c2ccccc2)cc1	-4	0.4	0	1	4	1	5	0	9	14
CCc1c(C)c2c(C)nn(-c3ccccc3)c2[nH]c1=O	6	0.9	0	-2	-1	-2	-2	1	-5	2
Cc1cc(NC(=O)COn2nnc3ccc(Cl)cc32)no1	3	0.1	1	3	0	1	7	-4	-1	4
Cn1c(SCC(=O)N2CCCc3ccccc32)nnc1-c1ccco1	0	-0.4	0	1	-4	3	1	5	1	1
COc1cc2nc(CN(C)CC(=O)Nc3ccc(N4CCOCC4)cc3)[nH]c(=O)c2cc1OC	0	-1.5	0	2	0	-1	2	7	-1	-2
O=S(=O)(c1ccc(Cl)c(NC(=S)Nc2cccc(O)c2)c1)N1CCOCC1	0	0.2	1	-5	3	4	-3	8	0	3
O=C(NCc1cccnc1)c1c(F)c(F)c(F)c(F)c1F	2	0.5	0	3	-5	1	5	1	12	11
COc1ccccc1N1CCN(C(=O)c2cc(C)on2)CC1	1	-0.1	5	-7	9	-3	-2	-1	-11	0
COC(=O)Cn1c(=O)c2c(nc3n2CCCN3CCc2ccccc2)n(C)c1=O	-3	-0.1	3	4	-3	-6	3	3	-5	-18
COc1ccccc1N1CCN(CCCCCCOc2ccc(F)cc2)CC1	0	0.1	-2	-1	0	-1	1	10	0	-5
Cc1cc(C)n(-c2nc3ccccc3nc2N2CCCCCC2)n1	5	-0.1	1	0	-11	-3	-2	8	8	-4
N#Cc1c(-n2cccc2)cccc1-n1cccc1	1	0.5	-1	-3	7	-3	-2	2	-4	6
O=S(=O)(c1ccc(SCc2ccccc2)nc1)N1CCCCC1	-5	-0.2	0	4	6	12	-2	-6	-9	1
CCc1nc2ccc(C(=O)N3CCN(c4ccccc4)CC3)cc2nc1CC	-2	0.4	-2	-1	-4	0	-1	4	6	-7
O=Cc1ccc(N2CCCC2)c([N+](=O)[O-])c1	3	0.4	2	-2	5	-3	-5	0	-4	-4
CCC(=O)NNC(=O)CCC(=O)Nc1ccc(C)cc1C	0	0.4	4	3	2	0	0	0	-6	-8
CCCOc1ccc(C2CC(=O)NC2=O)cc1 (stereo not given)	-1	0.1	0	-8	4	-1	-1	0	6	5
COc1cccc(C(=O)N2CCC(n3nccc3NC(=O)C3CCOC3)CC2)c1 (stereo not given)	0	0.2	1	1	-3	-1	-1	0	-3	-1
Fc1ccccc1N1CCN(C(c2ccnc3ccccc23)c2nnnn2-c2ccc3c(c2)OCCO3)CC1 (stereo not given)	-3	-0.3	1	0	4	-5	1	-3	-3	3
COc1ccc(-c2cc(C(=O)NCC(c3ccccc3)N(C)C)c3ccccc3n2)cc1OC (stereo not given)	7	2.0	-4	6	-3	-3	-2	0	3	-4
Cc1ccc(-c2csc(NC(=O)c3ccc(Br)cc3)c2C(=O)O)cc1	-8	-0.1	3	9	3	2	1	-12	-2	-7

Reformatted: results already given
compound | DDE Tn6 FP inh | proKLK7 act | LEDGF integ inh | MBD2 DNA inh | SIAE primary | PRMT1 inh | UHRF1 binding | TCR CD3 inh | Tn7 DDE FP | TDP2 inh
CCCC(=O)Nc1nn(CC(C)C)c2nc3cc(C)ccc3cc12 | -1 | -2.2 | -1 | 4 | 0 | -3 | 3 | -3 | 3 | 9
O=C(CCc1ccccc1)NC(=S)Nc1ccc(S(=O)(=O)N2CCOCC2)cc1 | -5 | -0.1 | 3 | 1 | 0 | 4 | 3 | 4 | 2 | -6
CCC(=O)NNC(=O)CCC(=O)Nc1ccc(C)cc1C | 0 | 0.4 | 4 | 3 | 2 | 0 | 0 | 0 | -6 | -8

Random excerpt: 3 entries already listed, in no set order.
SMILES	DDE Tn6 FP inh	proKLK7 act	LEDGF integ inh	MBD2 DNA inh	SIAE primary	PRMT1 inh	UHRF1 binding	TCR CD3 inh	Tn7 DDE FP	TDP2 inh
O=Cc1ccc(N2CCCC2)c([N+](=O)[O-])c1	3	0.4	2	-2	5	-3	-5	0	-4	-4
CCC(=O)NNC(=O)CCC(=O)Nc1ccc(C)cc1C	0	0.4	4	3	2	0	0	0	-6	-8
CCc1nc2ccc(C(=O)N3CCN(c4ccccc4)CC3)cc2nc1CC	-2	0.4	-2	-1	-4	0	-1	4	6	-7

Assay outcomes: PubChem BioAssay, The Scripps Research Institute Molecular Screening Center
